Compound activity as filed in PubChem.
PTHR1 ag = activates the human parathyroid hormone receptor PTHR1 | 410,000 compounds, 0.075% hits | Q03431 | Potency, µM (titrated, usually from 115 µM), without a hit: at the highest dose activation, actives largely listed as activators | HEK293 GP2 PTHR1 cells, GloSensor cAMP luminescence, 1 h | AID 743266; note: potency is the fitted concentration of half-maximal effect; nearly all actives have a fitted effect of over 55% in size; some results filed as inactive show a strong effect at the top dose; inactives centre near -15; many of its hits are not listed in these tables
Target sequence (Q03431 whole entry, looked up): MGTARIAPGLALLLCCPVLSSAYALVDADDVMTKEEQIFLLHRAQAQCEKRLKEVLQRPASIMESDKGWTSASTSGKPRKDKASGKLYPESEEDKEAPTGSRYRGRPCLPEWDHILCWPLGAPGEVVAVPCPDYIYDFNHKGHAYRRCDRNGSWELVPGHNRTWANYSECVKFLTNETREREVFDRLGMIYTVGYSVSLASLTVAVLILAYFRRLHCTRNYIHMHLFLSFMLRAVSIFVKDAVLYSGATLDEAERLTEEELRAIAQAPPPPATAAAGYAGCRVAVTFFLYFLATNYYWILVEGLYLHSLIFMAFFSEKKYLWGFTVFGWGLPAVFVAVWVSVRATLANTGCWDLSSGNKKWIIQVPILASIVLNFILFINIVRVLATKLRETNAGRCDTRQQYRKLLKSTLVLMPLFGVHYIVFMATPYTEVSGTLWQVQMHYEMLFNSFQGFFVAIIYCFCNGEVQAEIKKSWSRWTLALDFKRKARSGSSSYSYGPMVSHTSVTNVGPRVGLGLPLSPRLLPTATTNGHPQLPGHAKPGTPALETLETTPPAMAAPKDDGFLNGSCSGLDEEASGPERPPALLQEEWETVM
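HEK-293-derived GP2 cells expressing PTHR1 and a GloSensor cAMP reporter, 3,000/well, plated overnight, given luciferin plus IBMX (each 0.5 mM as added) for 1 h at 37 °C, then compound for 1 h at 37 °C. Luminescence was read after 15 min at room temperature.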
FUS suppressor = rescues growth of FUS-expressing yeast | 390,000 compounds, 0.24% hits | Potency, µM (highest dose often 76.6 µM), for inactives: at the highest dose growth rescue (activation), hits mostly activators | S. cerevisiae FUS-expressing, growth rescue, OD600, 24 h | AID 1347120;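 note: potency is the fitted concentration of half-maximal effect; plate controls were DMSO vehicle for no effect and reference control for full effect; nearly all actives have a fitted effect of over 55% in size; some results filed as inactive show a strong effect at the top dose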
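Yeast FUS proteinopathy model; galactose-induced FUS (2%), starting OD 0.005. Cpds in dilution series, 24hr, 30C, 99% humidity. Abs 600 nm growth. Pos ctrl CP55940 (top 92uM final); neg ctrl DMSO.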
HEK293 tox = cytotoxicity in counter-screen for GLP-1R inverse agonists; HEK293 cAMP-luciferase reporter cells, luminescence, 24 h; 410,000 compounds, 0.13% hits; Potency, µM (highest dose often 38.3 µM), for inactives: at the top dose activity change, negative = inhibition, most hits filed as inhibitors;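 note: loss of luciferase light is scored as toxicity; potency is the fitted concentration of half-maximal effect; % is set by controls: 0 for no effect and ±100 for the full control effect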
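To flag toxic compounds, the library was rerun on cells for 24 hr at 37 deg C and 5% CO2. Viability-linked luminescence was captured 12 min after adding luciferase detection reagent.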
MmCpn inh = blocks the Methanococcus maripaludis chaperonin Mm-Cpn | purified Mm-Cpn ATPase, ADP Transcreener TR-FRET | Potency, µM (doses to about 76.9 µM), without a hit: top-dose activity, negative = inhibition, hits mostly inhibitors | 330,000 compounds, 0.031% hits; note: potency is the fitted concentration of half-maximal effect; % is set by controls: 0 for no effect and ±100 for the full control effect; nearly all actives have a fitted effect of over 80% in size
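Purified archaeal chaperonin (25 nM final) was preincubated with compound for 10 min at 37°C, then ATP (10 uM final) was added for 30 min at 37°C in Tris pH 7.4/KCl/MgCl2/DTT buffer. ADP was quantified by HTRF Transcreener TR-FRET.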
GLP-1R inv ag = inverse agonists of human GLP-1 receptor; P43220; HEK293 GLP-1R CRE-luciferase, luminescence, 24 h; GLP-1R form is constitutively active; Potency, µM (titrated, usually from 38.3 µM), inactives show at the highest dose activity change, negative = inhibition, most hits filed as inhibitors; 410,000 compounds, 1.6% hits; note: potency is the fitted concentration of half-maximal effect; % is set by controls: 0 for no effect and ±100 for the full control effect; nearly all actives have a fitted effect of over 55% in size
Target sequence (P43220 whole entry, looked up): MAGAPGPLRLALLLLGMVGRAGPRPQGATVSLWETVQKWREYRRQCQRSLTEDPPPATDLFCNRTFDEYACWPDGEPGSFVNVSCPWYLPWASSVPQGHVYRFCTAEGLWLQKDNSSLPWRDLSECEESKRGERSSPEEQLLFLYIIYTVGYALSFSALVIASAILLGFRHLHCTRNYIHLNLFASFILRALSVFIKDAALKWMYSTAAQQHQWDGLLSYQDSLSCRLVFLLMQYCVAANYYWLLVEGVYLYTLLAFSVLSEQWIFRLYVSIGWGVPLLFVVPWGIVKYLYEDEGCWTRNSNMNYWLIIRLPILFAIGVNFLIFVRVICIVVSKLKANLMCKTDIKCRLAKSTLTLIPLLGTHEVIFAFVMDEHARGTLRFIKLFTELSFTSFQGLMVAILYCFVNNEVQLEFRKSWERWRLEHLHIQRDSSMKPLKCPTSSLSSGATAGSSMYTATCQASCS
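Inverse agonists were sought by their lowering of basal cAMP reporter luciferase output in HEK293 cells stably carrying constitutively active human GLP-1R, after 24 h compound treatment.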
Akt phos inh = inhibitors of Akt phosphorylation. Neuro2A IGF-stimulated pAkt S473 HTRF, 20 min; hits give low values. activity change, % for hits at 50 µM. 360,000 compounds, 0.32% hits. AID 651550; in the data active = activity change below about -80%; inconclusive = mostly about -51% to -80%; note: % is set by controls: 0 for no effect and ±100 for the full control effect
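Single-point screen (50 µM final compound) in Neuro2A cells stimulated 20 min with 6 nM IGF at 37 deg C. After lysis, Ser473-phosphorylated Akt read by HTRF (ex 330 nm, em 615/665 nm) as the 665/615 ratio.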
TDP-43 yeast inh = inhibitors of TDP-43 toxicity in yeast; TDP-43 expressing yeast growth rescue, BacTiter-Glo, 24 h; Potency, µM (series often up to 46.1 µM), without a hit: top-dose growth rescue (activation), most hits filed as activators; 410,000 compounds, 1.8% hits; AID 652104; note: potency is the fitted concentration of half-maximal effect; % of control where 0% means no effect; nearly all actives have a fitted effect of over 50% in size
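Luminescence from BacTiter-Glo reports growth of TDP-43-expressing yeast after 24 hr at 30 deg C with compound. Cells were raffinose-pregrown to mid-log, then seeded in galactose medium at OD600=0.02.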
Abeta yeast res = restores growth of yeast expressing A-beta42 peptide | AID 1347071 | yeast expressing A-beta42, growth rescue, OD600, 48 h; response scale: 0% DMSO, 100% iron-clioquinol control | Potency, µM (series often up to 46.1 µM), for the others: top-dose growth rescue, most hits filed as activators | 410,000 compounds, 0.063% hits; note: potency is the fitted concentration of half-maximal effect; nearly all actives have a fitted effect of over 55% in size
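Growth rescue measured by 600 nm absorbance after 48 h yeast culture at 30 C with compound. Values normalized between DMSO and an equimolar ferric chloride plus clioquinol control.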
aSyn yeast inh = alpha-synuclein toxicity inhibition in yeast | Yeast expressing alpha-synuclein, growth rescue, BacTiter-Glo, 24 h | Potency, µM (titrated, usually from 46.1 µM), for the others: at the top dose growth rescue (activation), hits mostly activators | 370,000 compounds, 0.14% hits | AID 652106; note: potency is the fitted concentration of half-maximal effect; % of control where 0% means no effect; nearly all actives have a fitted effect of over 65% in size
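Readout is rescue of growth in alpha-synuclein-expressing yeast, so inhibitors of toxicity appear as activators. Growth after 24 hr at 30 deg C in galactose medium is quantified by luminescence.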
Starred values were filed as active, the others as inactive; i = inactive; ? = inconclusive; / = no result given; & = joins results of further samples; [ ] = remark or other dose. Unless noted, calls come from the whole dose curve; as a rule, active = well fitted curve in the direction sought with a large enough effect; inconclusive = small, poorly fitted or top-dose-only effect, or another doubt; inactive = no such curve, though single readings can be large; an effect the other way counts as inactive or inconclusive. Not all compounds are listed (hit frequency here may not be typical).

Fields – MmCpn inh	Abeta yeast res	aSyn yeast inh	Akt phos inh	PTHR1 ag	HEK293 tox	GLP-1R inv ag	FUS suppressor	TDP-43 yeast inh
O=S(=O)(O)c1cc(Cl)cc(N=Nc2ccc(O)cc2O)c1O
  /	-25%	-13%	i	-23%	?	16%	/	-22%
Cc1ccsc1-c1nc(CN(C)C(C2CC2)C2CC2)c(C)o1
  -10%	7%	0%	i	i	-4%	?	15%	0%
Cc1n[nH]c(=S)n(/N=C/c2cccs2)c1=O
  -1%	-15%	-5%	i	?	1%	6%	10%	-23%
Cc1cc(C(=O)N2CCC(Cc3ccccc3)CC2)no1
  -3%	-1%	1%	i	-3%	0%	?	3%	14%
O=C(CSc1nc2ccccc2o1)N1CCN(C(=O)c2ccco2)CC1
  2%	-12%	0%	i	15%	17%	0%	32%	-2%
CCOc1ccccc1NC(=O)Nc1cc(OC)ccc1OC
  -7%	5%	9%	i	i	7%	-1%	22%	1%
CC(=O)c1ccc(NC(=O)c2nc(-c3ccccc3)n(-c3ccccc3Cl)n2)cc1
  /	-36%[inhibitor]	/	/	-12%	-3%	?	?	14µM*
CCCNC(=O)C1(CC2CC(c3ccccc3)=NO2)CCN(C(=O)OC(C)(C)C)CC1 (stereo not given)
  /	15%	1%	i	i	-21%	-24%	33%	17%
COC(=O)C1(NC(=O)CNC(=O)OCc2ccccc2)CCCC1
  /	16%	0%	i	0%	0%	-29%	-12%	-1%
N=c1c(C(=O)NCCN2CCOCC2)cc2c(=O)n3ccccc3nc2n1CCCN1CCOCC1
  -4%	2%	-5%	i	-19%	121%[activator]	14%	-3%	-8%
COc1cccc(C2SCC(=O)N2c2cccc(C)c2)c1OC (stereo not given)
  1%	6%	8%	i	-1%	14%	?	17%	?
CS(=O)(=O)c1cccc(C(=O)Nc2nnc(C3=COCCO3)o2)c1
  -1%	-11%	-12%	i	-20%	17%	3%	32%	-23%
O=C(NCc1ccco1)C1CCCCC1
  2%	-4%	1%	i	-27%	4%	0%	1%	5%
O=S(=O)(c1ccccc1)N1CCN(CC(O)COc2ccc3c(c2)CCC3)CC1 (stereo not given)
  1%	12%	0%	i	i	-26%	?	-2%	-2%
O=C(Cn1ccn(-c2ccc(F)cc2)c(=O)c1=O)NCCc1ccccc1
  /	-9%	/	/	11%	6%	0%	18%	2%
COc1ccc(Cl)cc1NC(=O)c1nn(C)c2c1CS(=O)(=O)c1ccccc1-2
  /	15%	/	/	i	-4%	-1%	4%	?
CCC(=O)N1CCN(c2ccc(Cl)cc2NC(=O)c2cccc([N+](=O)[O-])c2)CC1
  -1%	-3%	2%	i	-1%	8%	1%	-24%	-1%
Cc1cccc(NC(=O)c2oc3ccc(S(=O)(=O)N(C)C4CCCCC4)cc3c2C)c1C
  /	-1%	/	/	i	2%	-1%	3%	15%
CCOC(=O)C1CCN(S(=O)(=O)c2cn(C)cn2)CC1
  1%	11%	2%	i	i	-16%	7%	20%	-1%
CCn1c(SCC(=O)NCC2CCCO2)nnc1-c1ccccc1OC (stereo not given)
  0%	-4%	-11%	i	-33%[inhibitor]	2%	1%	-1%	11%

Next part; it opens with the 2 that closed the last part.
Fields – MmCpn inh	Abeta yeast res	aSyn yeast inh	Akt phos inh	PTHR1 ag	HEK293 tox	GLP-1R inv ag	FUS suppressor	TDP-43 yeast inh
CCOC(=O)C1CCN(S(=O)(=O)c2cn(C)cn2)CC1
  1%	11%	2%	i	i	-16%	7%	20%	-1%
CCn1c(SCC(=O)NCC2CCCO2)nnc1-c1ccccc1OC (stereo not given)
  0%	-4%	-11%	i	-33%[inhibitor]	2%	1%	-1%	11%
CCN(CC)C(=O)CNC(=S)N(CCCN1CCOCC1)Cc1cccs1
  1%	2%	10%	i	i	4%	13%	/	17%
COc1cccc(C(=O)N2CCC2(C)C(=O)NC(C)C)c1 (stereo not given)
  /	-16%	0%	i	7%	0%	26%	-17%	-13%
COc1ccc(CNC(=O)C(C)n2ccc3cc(S(=O)(=O)N4CCCCCC4)ccc32)cc1 (stereo not given)
  -5%	6%	0%	i	-3%	0%	?	35%	-13%
CC1=C(C)CC(C(=O)NCc2ccccn2)C(C(=O)O)C1 (stereo not given)
  1%	-1%	-1%	i	i	-4%	27%	3%	-12%[1.82 µM]
CCCC(=O)NCn1nnc(-c2ccc(Cl)cc2)n1
  -1%	10%	3%	i	i	3%[7.66 µM]	6%[7.66 µM]	7%	18%
CCC(C(=O)Nc1cc(OC)ccc1OC)n1c(=O)c(C(F)(F)F)nc2ccccc21 (stereo not given)
  /	-6%	/	/	i	1%	8%	-1%	3%
NC(=O)c1c(NC(=O)COC(=O)c2ccc(S(=O)(=O)Nc3ccccc3)cc2)sc2c1CCCC2
  -6%	0%	0%	i	i	12%[0.307 µM]	17%[0.307 µM]	?	-25%
Cc1ccc(C)c(S(=O)(=O)C(C#N)c2nc3ccccc3nc2N2CCCC2)c1 (stereo not given)
  -4%	-5%	0%	i	i	10%	1%	-5%	0%
COc1ccc(N2CCN(CCCNC(=O)c3c(C)nn(-c4ccc(F)cc4)c3-n3cccc3)CC2)cc1
  /	-14%	1%	/	-35%[inhibitor]	-3%	-31%	12%	20%
CCn1cc(CN2CCC(n3nccc3NC(=O)CCOc3ccccc3)CC2)cn1
  1%	13%	1%	i	i	-14%	-7%	-9%	-6%
CCN(CC)c1ccc(C(=O)NNC(=O)CCNC(=O)c2ccccc2)cc1
  -7%	-7%	-5%	i	-24%	-14%	1%	/	-27%
Cc1cc(C)n(C(C)CC(=O)NCc2ccc(Cl)cc2)n1 (stereo not given)
  /	1%	/	/	i	1%	-3%	1%	18%
CCOC(=O)/C=c1\s/c(=C\c2ccc3c(c2)OCCO3)c(=O)n1CC(=O)NCC1CCCO1 (stereo not given)
  1%	12%	-7%	i	-33%[inhibitor][57.5 µM]	-2%	-2%	23%	-9%
COc1cc(NC(=S)NNC(=O)C(C)(C)O)cc(OC)c1
  0%	14%	-1%	i	i	6%	8%	-7%	-4%
Cc1nc2nc(NCc3cccs3)nn2c(C)c1Cl
  -2%	2%	-7%	i	-4%	-24%	1%	-3%	-5%
Cc1ccc(-n2nc3c(=O)n(C(C)C(=O)NCc4ccccc4C)nc(C)c3c2C)cc1 (stereo not given)
  /	-11%	/	/	-93%[inhibitor]	-7%	-25%	9%	-10%
Cc1ccc(-n2nc3c(c2NC(=O)C(C)C)CS(=O)(=O)C3)cc1
  -1%	/	?	i	i	-2%	16%	-7%	10%
O=C(c1cc2ccccc2s1)N1CCN(c2ccccn2)CC1
  0%	1%	-2%	i	-22%	0%	26%	0%	0%
COc1ccc(NC(=O)CSc2ncnc3[nH]ncc23)cc1
  0%	-13%	8%	i	17%	?	29%	2%	-36%[inhibitor]
Cc1nc(SCc2nc3ccccc3[nH]2)c2oc3cc(Br)ccc3c2n1
  ?	2%	/	/	i	/	/	?	/

More structures:
Fields – MmCpn inh	Abeta yeast res	aSyn yeast inh	Akt phos inh	PTHR1 ag	HEK293 tox	GLP-1R inv ag	FUS suppressor	TDP-43 yeast inh
Cc1ccccc1C(=O)Oc1ccc(Br)cc1C(=S)N1CCCC1
  0%	20%	-14%	i	-18%	1%	?	0%	20%
C=CCSc1nc(N)c(C#N)c(-c2ccccc2)c1C#N
  -23%	16%	6%	i	-3%[57.5 µM]	-5%	12%	14%	21%
CCn1c(C(=O)NCc2ccccc2C)cc2oc3ccccc3c21
  /	8%	/	/	i	1%	5µM*	10%	8%
Cc1ccc(-n2c3nc(=O)[nH]c(=O)c-3cc3c(C)nn(-c4ccccc4)c32)c(C)c1
  ?	-4%&-10%	-7%	i	-22%	3%&-6%	8%&-9%	-23%&60%	-1%&-17%
CN1CCC(=NNC(=O)CN(c2cccc([N+](=O)[O-])c2)S(=O)(=O)c2ccccc2)CC1
  0%	-21%	-4%	i	?	6%	-19%	?	-38%[inhibitor]
O=C(Nc1nnc(-c2ccc(F)cc2)o1)c1cc(Cl)sc1Cl
  1%	-8%	?	i	-26%	15%	17%	/	?
CCC(C(=O)NCc1ccc2c(c1)CCN2C(=O)c1ccc(F)cc1)c1ccccc1 (stereo not given)
  /	6%	/	/	-27%	2%	-2%	4%	19%
O=C(Nc1nc2ccc(Oc3ccccc3)cc2s1)c1cc([N+](=O)[O-])ccc1N1CCOCC1
  -2%	10%	6%	i	i	-16%	-26%	12%	13%
NC(=O)N(CCC(=O)O)c1ccccc1
  0%	4%	-11%	i	i	-16%	10%	/	12%
N#Cc1c(-c2ccccc2)c(-c2ccccc2)nn(CC(=O)NNC(=O)Nc2ccc(Cl)cc2)c1=O
  0%	2%	7%	i	15%	-22%	10µM*	?	-6%
Cn1nccc1C(=O)Nc1ccc2c(c1)OCCO2
  0%	-5%	-5%	i	-16%	-10%	?	16%	7%
CN(CC(=O)Nc1ccc(Cl)c(C(F)(F)F)c1)C(=O)CCc1nc2ccccc2c(=O)[nH]1
  -2%	-12%	6%	i	-42%[inhibitor]	-6%	-9%	/	-11%
COc1ccccc1C(=O)NCC1(c2ccccc2)CCCC1
  0%	11%	13%	i	-4%	-3%	?	18%	-3%
CCOC(=O)CSc1nc2sc3c(c2c(=O)n1-c1ccccc1)CCN(C(C)C)C3
  -14%	-13%	-3%	i	?	64%[activator]	27%	?	0%
CCCc1cc(=O)[nH]c(SCC(=O)Nc2cc(S(=O)(=O)N3CCOCC3)ccc2N(CC)CC)n1
  -1%	11%	1%	i	-12%	-6%	12%	15%	-5%
